# VLA-4 inh – inhibition in a human VLA-4 binding assay; VLA-4 expressing cells, ligand binding flow cytometry; inhibition, % (about 7 µM as worked out from the volumes in the protocol); hit rate 0.2% among 330,000; AID 2557; in the data active = inhibition above about 50%
# MCL1 BIM primary – MCL1-BIM-BH3 interaction inhibition (human). GST-MCL1 / FITC-Bim-BH3 fluorescence polarization. inhibition, % at 10.9 µM. hit rate 0.68% among 320,000. AID 2057;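 active = inhibition above the mean inhibition of all tested compounds plus 3 SD, set per campaign, cut at about 40% in these data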;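 also: 0% = DMSO wells and 100% = unlabeled Bim-BH3 peptide control; higher means more loss of mP so more displacement of Bim peptide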
# Target sequence (Q07820 whole entry, looked up): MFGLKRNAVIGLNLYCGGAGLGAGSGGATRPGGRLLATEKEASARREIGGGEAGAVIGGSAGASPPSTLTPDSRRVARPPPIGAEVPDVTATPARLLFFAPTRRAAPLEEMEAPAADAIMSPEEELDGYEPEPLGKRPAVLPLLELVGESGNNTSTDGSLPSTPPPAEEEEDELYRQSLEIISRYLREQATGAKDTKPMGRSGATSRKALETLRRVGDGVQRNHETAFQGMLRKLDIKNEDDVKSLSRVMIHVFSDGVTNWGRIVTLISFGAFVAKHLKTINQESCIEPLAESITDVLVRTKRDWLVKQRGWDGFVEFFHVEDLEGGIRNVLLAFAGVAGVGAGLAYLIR
# MEX-5 binding – C. elegans MEX-5 TCR-2 RNA binding activity; activity score (negative = inhibition of binding), % at 10 µM; Q9XUB2; hit rate 0.38% among 300,000; MEX-5/FITC-TCR2 RNA binding, fluorescence polarization; hits give low values;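 active = inhibition past about -25% in most replicates, and total fluorescence under double the plate's negative control median, limit read from the data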;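 also: 0% = DMSO and -100% = 5 µM competing unlabeled TCR2 RNA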
# GRK2 aptamer HTS – human GRK2 inhibition via aptamer displacement | P25098 | bead flow cytometry, FAM-aptamer displacement from GRK2 | inhibition of aptamer binding, % at 10 µM | hit rate 0.59% among 330,000;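 active = inhibition of aptamer binding above 40%, roughly 3 SD of noise, on plates passing a quality check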;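 also: median bead fluorescence of bound FAM aptamer so fluorescent compounds give negative values; no value below 0 was filed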
# GLD-1 RNA inh – GLD-1-TGE RNA interaction inhibition (C. elegans); Q17339; purified GLD-1 + fluorescein TGE RNA, fluorescence polarization; inhibition, % at 5.96 µM; hit rate 0.44% among 320,000;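 active = percent inhibition above a per-plate cutoff, the plate mean of test compounds plus 3 SD, cut at about 30% in these data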;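 also: 0% = DMSO wells with GLD-1 and probe and 100% = wells lacking GLD-1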
# Bcl-xL primary – inhibitors of human Bcl-xL; Q07817; AID 2129; hit rate 0.7% among 320,000; inhibition, % at 10.9 µM; GST-Bcl-xL / FITC-Bim BH3 peptide fluorescence polarization;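 active = inhibition above the mean of all tested compounds plus 3 SD, cutoff set per campaign, cut at about 30% in these data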;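 also: 0% = DMSO wells and 100% = unlabeled Bim-BH3 peptide competitor; inhibitors lower millipolarization by displacing the labeled peptide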
# Target sequence (Q07817 whole entry, looked up): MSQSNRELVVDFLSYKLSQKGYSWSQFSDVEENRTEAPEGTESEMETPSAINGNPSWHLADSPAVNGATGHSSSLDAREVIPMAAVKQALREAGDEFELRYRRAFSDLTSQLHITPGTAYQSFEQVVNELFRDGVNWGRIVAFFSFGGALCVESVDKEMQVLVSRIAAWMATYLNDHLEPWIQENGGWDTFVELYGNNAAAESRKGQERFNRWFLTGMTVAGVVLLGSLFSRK
# CIT2-GFP yeast – yeast TOR pathway CIT2-GFP modulation. GFP response vs DMSO, % at 10 µM. hit rate 0.065% among 320,000. S. cerevisiae CIT2-GFP strain, flow cytometry, 3 h; 100 means same as DMSO wells;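 active = GFP response relative to DMSO above a set limit, near the screen mean plus 3 SD, cut at about 150% in these data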;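 also: ratio of well median GFP fluorescence to mean of DMSO wells on the plate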
# AGP1 TOR yeast – yeast TOR pathway AGP1-GFP modulation | S. cerevisiae AGP1-GFP multiplex flow cytometry, 3 h; GFP as percent of DMSO wells | GFP response vs DMSO, % at 10 µM | hit rate 0.02% among 320,000;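 active = GFP response relative to DMSO above a set limit, near screen average plus 3 SD, cut at about 150% in these data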;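 also: median GFP channel fluorescence of the gated AGP1 strain per well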
# Fam108B counter – blocks mouse Fam108B hydrolase in RBBP9 counter-screen; hit rate 0.33% among 300,000; inhibition, % at 9.51 µM; recombinant Fam108B, FP-Rh probe fluorescence polarization;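 active = inhibition above the screen mean inhibition plus 3 SD, computed separately per campaign, cut at about 18% in these data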;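 also: inhibitors lower polarization as less probe binds the enzyme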
# Numbers without * were called inactive; . = no result given.
(1) CNc1oc(-c2cccs2)nc1S(=O)(=O)c1ccccc1
(2) CC(C)(C)C1CCc2c(C(=O)NNC(=O)CCC(=O)O)csc2C1 (stereo unspecified)
(3) COc1ccc(N2C(=O)CC(N3CCN(C(=O)c4ccco4)CC3)C2=O)cc1 (stereo unspecified)
(4) CS(=O)(=O)c1ccccc1C(=O)NC1CCCc2ccccc21 (stereo unspecified)
(5) O=[N+]([O-])c1cc(Cl)ccc1N1CCCC1
(6) O=C(O)CN1CCN(Cc2cccc(Cl)c2)C1=O
(7) Cc1ccc2cc3c(NC(=O)CC(C)C)nn(C)c3nc2c1
(8) O=C1CN(C(=O)c2ccccc2F)C(c2ccccc2)c2cc(Cl)ccc2N1 (stereo unspecified)
(9) C/C(=N\NC(=O)c1nnn(-c2nonc2N)c1C(C)C)c1ccncc1
(10) CCC(C(=O)O/N=C(\N)c1ccc(Cl)cc1)c1ccccc1 (stereo unspecified)
assay / entry,1,2,3,4,5,6,7,8,9,10
VLA-4 inh,6,-10,0,9,5,17,6,5,-13,0
MCL1 BIM primary,3,4,11,4,10,-7,1,8,6,4
MEX-5 binding,0.0,-0.1,1.6,-2.8,-1.9,0.5,1.5,-0.4,1.0,0.1
GRK2 aptamer HTS,0,0,1,0,1,4,2,2,1,0
GLD-1 RNA inh,-4,3,5,-2,0,0,0,-2,-1,-7
Bcl-xL primary,6,3,10,-1,6,-3,-3,8,1,3
CIT2-GFP yeast,100,95,103,98,104,103,99,87,106,72
AGP1 TOR yeast,108,100,101,92,108,97,103,92,102,84
Fam108B counter,5,-4,2,2,-2,1,0,-2,-5,2

# Full records from above. Order of screens: VLA-4 inh	MCL1 BIM primary	MEX-5 binding	GRK2 aptamer HTS	GLD-1 RNA inh	Bcl-xL primary	CIT2-GFP yeast	AGP1 TOR yeast	Fam108B counter
# Entry for CC(C)(C)C1CCc2c(C(=O)NNC(=O)CCC(=O)O)csc2C1 (stereo unspecified) : -10	4	-0.1	0	3	3	95	100	-4
# Entry for COc1ccc(N2C(=O)CC(N3CCN(C(=O)c4ccco4)CC3)C2=O)cc1 (stereo unspecified) : 0	11	1.6	1	5	10	103	101	2
# Entry for CCC(C(=O)O/N=C(\N)c1ccc(Cl)cc1)c1ccccc1 (stereo unspecified) : 0	4	0.1	0	-7	3	72	84	2
# Entry for O=C(O)CN1CCN(Cc2cccc(Cl)c2)C1=O : 17	-7	0.5	4	0	-3	103	97	1
# Entry for Cc1ccc2cc3c(NC(=O)CC(C)C)nn(C)c3nc2c1 : 6	1	1.5	2	0	-3	99	103	0

# Continuation:
(11) O=c1c2ccccc2[nH]c(=S)n1CCCN1CCC(Cc2ccccc2)CC1
(12) CC(C)Oc1ccc(C(=O)Nc2cc(=O)n(C)c(=O)n2C)cc1
(13) CCOC(=O)c1[nH]c2ccc(F)cc2c1NC(=O)Nc1ccccc1OC
(14) O=C(NCCCN1CCOCC1)c1cc(-c2ccc(Cl)c(Cl)c2)on1
(15) CCn1c(=O)c(C(=O)NNC(=O)c2ccccc2)c(O)c2ccccc21
(16) O=C(NCc1cccnc1)c1cnc2ccccc2n1
(17) COc1ccc2c(C)cc(SCn3nnc4ccccc4c3=O)nc2c1
(18) O=C(Nc1ccccc1C(=O)NCCCN1CCOCC1)c1ccc(F)cc1
(19) Cc1cc(C)n(-c2nc3c(c(=O)[nH]c(=O)n3C)n2CC(O)COc2ccc(Cl)cc2Cl)n1 (stereo unspecified)
(20) O=C(COC(=O)C1=COCCO1)Nc1ccc(Oc2ccccc2)cc1
assay / entry,11,12,13,14,15,16,17,18,19,20
VLA-4 inh,5,-1,12,6,-4,-10,-5,-3,13,-7
MCL1 BIM primary,10,5,-1,6,4,4,5,5,1,2
MEX-5 binding,-0.2,0.7,0.5,-3.2,-0.8,1.9,-1.1,-2.0,-0.5,4.6
GRK2 aptamer HTS,0,0,0,0,1,0,1,0,72*,9
GLD-1 RNA inh,-3,-1,-4,4,-3,6,2,-3,2,1
Bcl-xL primary,6,4,3,1,6,3,3,5,1,3
CIT2-GFP yeast,96,102,107,106,93,105,103,142,88,124
AGP1 TOR yeast,93,102,101,102,100,108,103,115,95,101
Fam108B counter,-3,-3,-6,-1,-2,0,-1,0,-6,1

(21) CC(C)c1ccc(C(=O)CN2C(=O)NC3(CCc4ccccc43)C2=O)cc1 (stereo unspecified)
(22) S=C(Nc1ccccc1Oc1ccccc1)NC1CCCC1
(23) CCC(=O)N=c1sc2c(C)cc(C)cc2n1CC(=O)OC
(24) COc1ccc(S(=O)(=O)N(CC(C)C)C2CCS(=O)(=O)C2)cc1OC (stereo unspecified)
(25) CCOC(=O)c1ccc(NC(=S)NN2CCN(C)CC2)cc1
(26) CCC(CC)C(=O)Nc1c(C)n(C)n(-c2ccccc2)c1=O
(27) Cc1cn2nc(N)c3ccccc3c2n1
(28) Cc1ccc(NC(=O)COC(=O)C2CCC(=O)N2)c(S(=O)(=O)N2CCOCC2)c1 (stereo unspecified)
(29) Cc1csc2nc3cc(C(N)=O)ccc3c(=O)n12
(30) COC(=O)[C@@H]1C(c2ccccc2)(c2ccccc2)[C@@]1(C)C(=O)OC
assay / entry,21,22,23,24,25,26,27,28,29,30
VLA-4 inh,20,8,8,10,0,4,-5,-9,9,28
MCL1 BIM primary,.,3,3,0,11,2,2,0,0,2
MEX-5 binding,.,-1.6,-2.2,1.7,-0.1,0.3,.,0.2,0.8,-3.1
GRK2 aptamer HTS,0,0,2,0,1,1,1,0,0,2
GLD-1 RNA inh,1,-9,6,9,-2,-4,-3,5,0,5
Bcl-xL primary,.,2,3,2,3,6,5,5,2,4
CIT2-GFP yeast,92,90,102,93,101,93,97,94,98,89
AGP1 TOR yeast,104,85,104,105,100,97,92,99,90,95
Fam108B counter,.,1,3,-1,2,0,-2,0,4,0

(31) Cc1ccc(C(=O)N2CCCc3ccccc32)c(F)c1F
(32) COc1ccccc1C(=O)Nc1ccc(-c2nnc(SCC(=O)O)n2C)cc1
(33) CNC(=S)NNC(=O)Cc1ccc(OC)c(OC)c1
(34) COc1ccc2cc1Oc1ccc(cc1)C[C@H]1c3c(cc(OC)c4c3Oc3c(ccc5c3[C@H](C2)N(C)CC5)O4)CCN1C
(35) Cc1ccc(NC(=O)CC2SC(=O)N(c3ccccc3)C2=O)cc1 (stereo unspecified)
(36) O=C(COC(=O)c1ccc(Cl)c(S(=O)(=O)N2CCCC2)c1)NCc1cccs1
(37) N#CC1(c2ccccc2)CCC(=NNS(=O)(=O)c2ccccc2)CC1 (stereo unspecified)
(38) O=C(c1cc(F)ccc1F)C1CCCN(C(=O)CSc2ccccn2)C1 (stereo unspecified)
(39) CCC(C)(C)C1CCC(=NNC(=O)c2ccc(Br)o2)CC1 (stereo unspecified)
(40) CCCCOC(=O)Nc1ccc(C)c(Cl)c1
assay / entry,31,32,33,34,35,36,37,38,39,40
VLA-4 inh,5,4,-11,14,1,9,-16,1,4,2
MCL1 BIM primary,8,-20,10,.,6,4,0,10,12,-3
MEX-5 binding,-0.5,-4.1,-9.7,.,-2.9,-0.5,.,-0.3,2.7,3.3
GRK2 aptamer HTS,2,0,4,0,1,10,1,4,1,2
GLD-1 RNA inh,-8,4,-7,-3,1,5,4,7,5,0
Bcl-xL primary,0,-33,9,.,9,6,-2,4,4,0
CIT2-GFP yeast,97,94,100,91,79,101,102,104,98,97
AGP1 TOR yeast,98,108,110,100,88,115,100,106,93,108
Fam108B counter,0,0,1,.,-4,0,.,-1,3,-1

(41) C[C@H]1CN([C@@H](C)CO)C(=O)c2cccc(NC(=O)c3ccc(-c4nccs4)cc3)c2O[C@@H]1CN(C)C(=O)Nc1cccc2ccccc12
(42) COc1ccc(C(=O)CSc2nnc(-c3ccc(S(=O)(=O)N4CCOCC4)cc3)o2)cc1
(43) O=C1C(Nc2ccccc2)=C/C(=N/S(=O)(=O)c2cccs2)c2ccccc21
(44) CC1=NN(C(=O)c2ccc(Br)cc2)C(O)(c2ccccc2)C1 (stereo unspecified)
(45) Cc1nc2ccccc2c(=O)n1NC(=O)C1CCC(C(C)(C)C)CC1 (stereo unspecified)
(46) COc1ccc(/C=N/NC(=O)c2ccc3c(c2)OCO3)c(C(=O)O)c1OC
(47) O=C(CCSCc1ccc(Cl)cc1)NCCC1=CCCCC1
(48) Cc1cc(NC(=O)/C=C/c2ccco2)ccc1NC(=O)c1ccccc1
(49) Cc1ccc(CNC(=O)C2C3C=CC4(CN(Cc5cccnc5)C(=O)C24)O3)cc1 (stereo unspecified)
(50) CC(=O)Nc1ccc(NC(=O)C/C(C)=N/NC(=O)C(=O)Nc2ccc(C)c(Cl)c2)cc1
assay / entry,41,42,43,44,45,46,47,48,49,50
VLA-4 inh,-6,6,-12,7,5,13,6,-4,15,21
MCL1 BIM primary,.,-3,5,16,-3,7,7,0,-12,0
MEX-5 binding,.,-0.1,0.2,2.5,-1.4,-0.4,2.2,-0.9,1.6,1.0
GRK2 aptamer HTS,7,2,0,1,1,2,3,3,4,2
GLD-1 RNA inh,-4,4,10,6,-2,6,9,-2,-12,2
Bcl-xL primary,.,1,5,2,2,4,2,0,0,4
CIT2-GFP yeast,85,94,109,100,101,95,103,86,102,96
AGP1 TOR yeast,86,97,101,97,97,94,101,102,101,115
Fam108B counter,.,4,36*,-3,2,1,-1,-4,2,0

(51) Cc1ccc(CSc2nc3ccccc3cc2C=O)cc1
(52) Cc1nc2ccccc2nc1OCC(=O)Nc1ccc(F)cc1
(53) COc1ccc(NC(=O)Nc2cc3oc4ccccc4c3cc2OC)cc1
(54) COC(=O)c1c(NC(=O)C(=O)N2CCCCC2)sc2c1CC(C)(C)OC2
(55) CCCc1c(C(=O)Nc2cc(C)on2)cnn1-c1ccccc1
(56) Cc1nn(CCO)c(N)c1C1(O)C(=O)Nc2c(Cl)cc(Cl)cc21 (stereo unspecified)
(57) O=C(c1ccc2c(=O)n(Cc3ccccc3)c(=S)[nH]c2c1)N1CCCC1
(58) CC(=O)N1CCC2(CC1)C(C#N)=C(N)OC1=C2C(=O)CC(C)(C)C1
assay / entry,51,52,53,54,55,56,57,58
VLA-4 inh,18,1,9,5,2,2,-11,8
MCL1 BIM primary,9,-6,-1,7,0,-7,-4,-1
MEX-5 binding,1.9,0.5,-0.4,2.1,0.4,-6.7,-1.0,-1.9
GRK2 aptamer HTS,0,0,0,1,3,0,1,4
GLD-1 RNA inh,-1,3,6,-2,5,-1,5,3
Bcl-xL primary,-1,9,4,4,9,1,-5,0
CIT2-GFP yeast,103,91,96,92,91,109,100,93
AGP1 TOR yeast,98,117,98,88,88,108,100,97
Fam108B counter,-13,-1,5,2,-3,-2,-1,2

# Screening data: PubChem, several laboratories
